Assay outcomes (PubChem)
Mtb BioA inh = blocks M. tuberculosis BioA enzyme activity. purified M. tuberculosis BioA enzyme, plate reader. AID 602481. hit rate 0.096% among 360,000. inhibition, % at 9.99 µM; in the data active = inhibition above about 40%; inconclusive = no clear call, values can overlap the other calls
Mtb FBA inh = inhibitors of M. tuberculosis fructose-bisphosphate aldolase; inhibition, % at 1 µM; AID 588726; P9WQA3; purified M. tuberculosis FBA, fluorescence read-out; hit rate 2.3% among 360,000; in the data active = inhibition above about 27%;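 also: 0% = vehicle and 100% = reference inhibitor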
Vc quorum ag = inducers of Vibrio cholerae quorum light production without autoinducers. hit rate 0.16% among 350,000. AID 588436. activation, % at 18.7 µM. V. cholerae BH1578 lux reporter, luminescence, 6 h; in the data active = activation mostly above about 9.7%, no sharp cut-off; inconclusive = no clear call, values can overlap the other calls; inactive = mostly below about 3.7%; also: not every result past the cut was called active; inactives centre near 0; reference of the scale not given here
FadD28 binding = M. tuberculosis FadD28 bisubstrate binding inhibition; FadD28 bisubstrate probe binding, fluorescence polarization; inhibition, % at 12.5 µM; hit rate 0.22% among 360,000; AID 588549; in the data active = inhibition above about 8.5%, passing the limit was not always enough; inconclusive = no clear call, values can overlap the other calls
UGM FP inh = Mtb UDP-galactopyranose mutase inhibition. P9WIQ1. hit rate 0.06% among 320,000. purified UGM, fluorescence polarization probe displacement. inhibition, % at 10 µM; in the data active = inhibition above about 10%, passing the limit was not always enough; inconclusive = no clear call, values can overlap the other calls
Y pestis TopoI = inhibitors of Yersinia pestis topoisomerase I; activity, % at 10 µM; AID 504884; hit rate 0.064% among 360,000; Y. pestis Topo-I cleavage product accumulation, plate reader; in the data active = activity above about 50%, passing the limit was not always enough; inconclusive = no clear call, values can overlap the other calls; also: inactives centre near 2
TcdB inh = inhibitors of Clostridioides difficile toxin B glycohydrolase. P18177. TcdB glycohydrolase enzymatic assay, plate reader. inhibition, % at 9.99 µM. hit rate 0.24% among 350,000; in the data active = inhibition above about 10%
Target sequence (P18177 whole entry, looked up): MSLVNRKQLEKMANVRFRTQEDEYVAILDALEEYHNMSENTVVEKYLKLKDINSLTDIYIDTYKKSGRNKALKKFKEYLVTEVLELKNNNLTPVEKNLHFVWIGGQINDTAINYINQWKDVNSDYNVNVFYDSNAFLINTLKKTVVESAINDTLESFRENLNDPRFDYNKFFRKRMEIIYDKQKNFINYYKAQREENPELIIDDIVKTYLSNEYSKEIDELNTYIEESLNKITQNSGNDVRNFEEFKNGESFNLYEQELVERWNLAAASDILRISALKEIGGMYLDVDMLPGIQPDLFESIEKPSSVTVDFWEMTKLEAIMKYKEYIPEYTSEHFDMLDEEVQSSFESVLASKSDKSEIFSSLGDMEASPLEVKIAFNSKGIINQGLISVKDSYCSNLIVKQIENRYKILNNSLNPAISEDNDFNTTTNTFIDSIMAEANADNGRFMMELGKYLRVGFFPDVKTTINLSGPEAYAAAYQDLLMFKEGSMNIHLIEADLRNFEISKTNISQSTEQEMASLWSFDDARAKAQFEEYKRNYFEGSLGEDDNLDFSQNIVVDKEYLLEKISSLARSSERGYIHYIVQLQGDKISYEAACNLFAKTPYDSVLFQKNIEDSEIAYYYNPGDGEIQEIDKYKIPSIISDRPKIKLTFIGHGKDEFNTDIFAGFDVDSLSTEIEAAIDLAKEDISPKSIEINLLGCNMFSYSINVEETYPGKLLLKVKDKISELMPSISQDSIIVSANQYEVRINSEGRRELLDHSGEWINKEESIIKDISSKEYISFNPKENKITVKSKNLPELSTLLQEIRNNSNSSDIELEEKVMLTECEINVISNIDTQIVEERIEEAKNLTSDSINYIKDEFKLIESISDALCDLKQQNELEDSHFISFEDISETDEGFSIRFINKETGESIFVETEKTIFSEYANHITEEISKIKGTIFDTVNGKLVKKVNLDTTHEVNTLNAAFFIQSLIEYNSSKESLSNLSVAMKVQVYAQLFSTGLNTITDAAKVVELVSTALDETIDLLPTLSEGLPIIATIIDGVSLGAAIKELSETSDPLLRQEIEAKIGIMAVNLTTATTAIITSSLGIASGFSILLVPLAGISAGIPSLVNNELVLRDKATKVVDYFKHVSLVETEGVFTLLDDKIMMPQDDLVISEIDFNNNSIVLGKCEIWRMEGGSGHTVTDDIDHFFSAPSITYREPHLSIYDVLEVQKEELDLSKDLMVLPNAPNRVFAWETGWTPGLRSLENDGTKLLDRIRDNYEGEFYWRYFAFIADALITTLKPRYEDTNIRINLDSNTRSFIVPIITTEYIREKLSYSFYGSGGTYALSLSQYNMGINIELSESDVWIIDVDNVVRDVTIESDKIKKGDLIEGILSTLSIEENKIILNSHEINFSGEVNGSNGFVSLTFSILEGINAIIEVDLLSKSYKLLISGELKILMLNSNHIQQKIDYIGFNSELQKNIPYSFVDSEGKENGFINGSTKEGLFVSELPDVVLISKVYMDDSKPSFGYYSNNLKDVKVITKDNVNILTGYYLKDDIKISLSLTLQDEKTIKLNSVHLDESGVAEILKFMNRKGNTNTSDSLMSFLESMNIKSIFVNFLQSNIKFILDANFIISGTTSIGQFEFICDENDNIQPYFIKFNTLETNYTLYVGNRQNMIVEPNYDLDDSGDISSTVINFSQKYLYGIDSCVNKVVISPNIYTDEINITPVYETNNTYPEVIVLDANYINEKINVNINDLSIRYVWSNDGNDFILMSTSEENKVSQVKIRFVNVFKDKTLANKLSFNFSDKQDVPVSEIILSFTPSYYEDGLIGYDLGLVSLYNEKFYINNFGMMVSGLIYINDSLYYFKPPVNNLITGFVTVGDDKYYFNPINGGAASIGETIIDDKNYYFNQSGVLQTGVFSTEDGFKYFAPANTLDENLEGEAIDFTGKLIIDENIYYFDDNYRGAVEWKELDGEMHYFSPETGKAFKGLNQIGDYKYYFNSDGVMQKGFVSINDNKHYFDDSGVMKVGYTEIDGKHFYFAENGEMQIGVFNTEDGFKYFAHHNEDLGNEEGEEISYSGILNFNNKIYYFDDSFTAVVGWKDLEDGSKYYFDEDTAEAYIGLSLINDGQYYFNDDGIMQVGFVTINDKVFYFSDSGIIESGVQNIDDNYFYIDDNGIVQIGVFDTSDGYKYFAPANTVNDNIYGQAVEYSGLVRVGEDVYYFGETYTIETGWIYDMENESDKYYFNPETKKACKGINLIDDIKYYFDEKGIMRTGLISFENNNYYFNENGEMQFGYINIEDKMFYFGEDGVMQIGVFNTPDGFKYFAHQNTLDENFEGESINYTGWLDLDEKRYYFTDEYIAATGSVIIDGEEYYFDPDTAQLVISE
PfHsp40 rescue = restores yeast growth despite PfHsp40 toxicity | growth rescue, % at 12.5 µM | hit rate 0.68% among 340,000 | S. cerevisiae expressing PfHsp40, growth rescue, ATP luminescence; in the data active = growth rescue above about 28%, passing the limit was not always enough; inconclusive = no clear call, values can overlap the other calls;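 also: yeast W303a lacking pdr1 and pdr3 grown in galactose medium; growth measured after three days at 30 °C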
GDH-TPI counter = inhibits GDH-TPI coupling enzymes, artifact for Mtb FBA screen | GDH-TPI coupled enzyme counterscreen, NADH absorbance | inhibition, % at 4.8 µM | hit rate 1.2% among 360,000 | AID 588335; in the data active = inhibition above about 30%;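 also: 0% = DMSO wells and 100% = wells lacking the enzyme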
Starred values were filed as active, the others as inactive; i = inactive; ? = inconclusive; . = not tested or not shown; & = joins results of further samples. Outcome played no part in choosing rows; about 4.6% have a hit in one of these screens.

SMILES	Mtb BioA inh	Mtb FBA inh	Vc quorum ag	FadD28 binding	UGM FP inh	Y pestis TopoI	TcdB inh	PfHsp40 rescue	GDH-TPI counter
COc1ccc(Cl)cc1N1C(=O)C2CCCN2C1c1ccc(F)c(F)c1 (centres undefined)	-0.3	0	-0.2	-2.7	-8.4	9	0.9	1.0	-9
COc1ccc(CCN(C)C(=O)CN2C(=O)c3ccccc3S2(=O)=O)cc1OC	-2.1	0	i	-2.2	0.3	-11	.	-0.7	-4
CC(=O)NCCNc1nc2cc(-c3cnn(CCC(C)C)c3)sc2c(=O)n1C	-2.6	3	0.3	-1.2	.	8	0.9	.	24
COc1ccccc1CCNC(=O)C(=O)NCC1OCCN1S(=O)(=O)c1ccc(Br)cc1 (centres undefined)	.	0	i	-2.2	2.9	3	.	1.2	-2
COc1ccc(C(=O)NCc2ccc(-c3nc4ccccc4s3)cc2)cc1	-0.3	2	i	-2.2	-1.9	12	.	-0.5	0
COc1ccc(S(=O)(=O)N2CCCCC2)cc1NC(=O)c1cc([N+](=O)[O-])ccc1N1CCOCC1	.	4	i	-1.0	-1.9	14	-0.1	-0.6	3
CN(CC(=O)Nc1cccc(F)c1)C(=O)c1cc(-c2ccccc2)nc2ccccc12	-4.5	4	0.6	0.0	2.0	-9	0.5	-0.8	3
CC(=O)N1CC(C)Sc2ccc(S(=O)(=O)NCCc3cccc(C)c3)cc21 (centres undefined)	1.6	0	i	-4.5	-1.4	21	0.5	1.0	-9
CCOC(=O)C1=C(C)Nc2[nH]c(=O)[nH]c(=O)c2C1c1cccs1 (centres undefined)	-1.5	0	-0.2	-18	3.8	6	0.8	0.8	-3
CCCn1nc(C(=O)Nc2nc(-c3ccccn3)cs2)c2ccccc2c1=O	1.5	2	i	-4.9	0.3	20	0.4	3.1	8
C/C(=N\Nc1nccnc1Cl)c1ccc([N+](=O)[O-])cc1	.	1	i	-0.2	-1.2	2	.	-1.8	12
COCCN1C(=O)N(C)[C@@H](c2ccccc2)C(C(C)=O)=C1C	-1.1	-1	i	-2.3	-0.5	1	-2.9	2.6	5
OC(c1ccccc1)(c1ccccc1)c1nccc2ccccc12	-0.5	2	i	0.2	.	20	1.8	0.4	-7
CC(C)(C)OC(=O)C[C@@H]1C/C=C\C[C@@H](CC(=O)N(CCO)Cc2ccccc2)C(=O)N2CCC[C@@H]2COC1=O	-0.4	-2	0.4	0.4	2.3	10	1.5	-0.7	4
Oc1ccc(Oc2ncc(Cl)cc2Cl)cc1	0.6	-1	4.5	-0.6	3.1	1	.	0.4	5
COc1ccc(/C=C/C(=O)Nc2ccc3c(c2)CCC3)cc1OC	-0.3	-1	-0.3	-0.9	-1.8	25	.	0.7	28
CCOc1ccc(Nc2nc(N)nc(CN(C)C3CCCCC3)n2)cc1	1.0	2	-0.2	-1.0	.	-9	.	-0.2	7
COC(=O)c1sccc1NC(=S)Nc1ccc(F)cc1	0.7	0	-3.1	-2.4	1.2	-4	.	-0.6	3
Brc1ccccc1-c1nnc(CSc2nnnn2-c2ccccc2)o1	1.0	0	-3.9	-0.3	4.5	9	-0.7	0.9	10
Cc1ccnc(NC(=O)CCCc2c[nH]c3ccccc23)c1	0.2	0	-1.7	-0.7	1.7	2	0.0	-0.2	3
CCS(=O)(=O)N1CCN(S(=O)(=O)c2ccc(F)cc2)CC1	.	-1	-0.4	-2.8	-3.2	9	.	-2.3	6
CCC(C)Sc1nc2c(c(=O)[nH]c(=O)n2C)n1CC(O)COc1cccc2ccccc12 (centres undefined)	-4.0	4	i	-1.2	3.0	-7	.	0.8	1
CCC(=O)N(Cc1ccc(S(N)(=O)=O)cc1)C1CC(=O)N(c2ccccc2)C1=O (centres undefined)	3.7	-4	-0.3	-1.4	1.3	2	-1.7	-1.8	-3
CCNS(=O)(=O)c1ccc(NC(=O)c2cncc(Br)c2)cc1	.	5	i	-1.1	-0.8	-3	0.7	0.4	6
O=C(CN1c2ccccc2Sc2ccccc21)N/N=C/c1ccc(Cl)cc1Cl	-1.9	0	-0.3	-0.9	0.4	-1	0.9	0.1	-3

Part of the list above, set out differently.
COC(=O)c1sccc1NC(=S)Nc1ccc(F)cc1
  Mtb BioA inh = 0.7; Mtb FBA inh = 0; Vc quorum ag = -3.1; FadD28 binding = -2.4; UGM FP inh = 1.2; Y pestis TopoI = -4; TcdB inh = .; PfHsp40 rescue = -0.6; GDH-TPI counter = 3
Brc1ccccc1-c1nnc(CSc2nnnn2-c2ccccc2)o1
  Mtb BioA inh = 1.0; Mtb FBA inh = 0; Vc quorum ag = -3.9; FadD28 binding = -0.3; UGM FP inh = 4.5; Y pestis TopoI = 9; TcdB inh = -0.7; PfHsp40 rescue = 0.9; GDH-TPI counter = 10
Cc1ccnc(NC(=O)CCCc2c[nH]c3ccccc23)c1
  Mtb BioA inh = 0.2; Mtb FBA inh = 0; Vc quorum ag = -1.7; FadD28 binding = -0.7; UGM FP inh = 1.7; Y pestis TopoI = 2; TcdB inh = 0.0; PfHsp40 rescue = -0.2; GDH-TPI counter = 3

The list continues.
SMILES	Mtb BioA inh	Mtb FBA inh	Vc quorum ag	FadD28 binding	UGM FP inh	Y pestis TopoI	TcdB inh	PfHsp40 rescue	GDH-TPI counter
O=[N+]([O-])c1cccnc1N1CCC(c2cc(-c3cccc(C(F)(F)F)c3)n[nH]2)CC1	-1.5	-5	i	-3.9	3.0	3	.	14	-1
Cc1c(Cl)cccc1NC(=O)CSCc1cc(=O)[nH][nH]1	.	-7	-0.6	-2.7	6.1	-1	.	0.0	1
CC(C)OCCCNc1ncc2c(n1)CC(c1ccccc1)CC2=O (centres undefined)	.	1	-0.2	-2.9	-2.6	8	0.4	4.7	9
Cc1ccc(C(=O)N2CCN(Cc3ccccc3)CC2)o1	-0.8	-1	7.7	-0.9	-1.3	0	0.6	-0.4	-12
CCN(C(=S)NCc1ccccc1)c1cccc2ccccc12	-0.7	-1	-0.6	-23	-2.5	12	0.9	1.4	-6
CC(C)OC(=O)c1sc2nc(-c3ccccc3)ccc2c1N	0.7	9	-0.4	-4.1	-0.5	7	1.5	1.3	19
CS(=O)(=O)N(C(=O)NC(=O)NC1CCS(=O)(=O)C1)C1CCCCC1 (centres undefined)	0.8	-4	i	0.8	-0.2	2	0.9	0.8	2
COc1cccc(/C=N/Nc2cc(N3CCOCC3)ncn2)c1O	1.2	5	0.5	-2.1	1.2	-5	-1.8	2.1	24
O=C(NCCC1=CCCCC1)C1COc2ccccc2O1 (centres undefined)	-0.4	1	0.6	6.1	1.3	-7	.	2.3	0
CCN(c1ccc(C)cc1C)S(=O)(=O)c1nnc(NC(=O)C(C)(C)C)s1	-1.7	1	i	.	2.8	15	1.3	1.6	2
CCC/C(=N\NC(=O)C1CC1)c1ccccc1	4.1	4	0.2	-1.4	-0.6	5	1.7	.	-8
CCN(CC)C(=O)C1=C(C)N(Cc2ccc(C(C)(C)C)cc2)C(=O)C(CC(=O)NC(c2ccccc2)c2ccccc2)C1 (centres undefined)	-0.7	2	-1.1	-0.6	.	2	2.4	.	6
O=c1[nH]c2cc3ccccc3cc2nc1C(F)(F)F	-1.4	-5	-0.2	-1.2	-1.1	-8	0.5	0.7	7
COc1cccc2c3c(c(=O)[nH]c12)CCC(C)(C)O3	1.3	5	i	-2.5	-2.3	6	.	0.8	8
CCOC(=O)NC(C(F)(F)F)(C(F)(F)F)P(=O)(c1ccccc1)c1ccccc1	.	-1	0.5	-2.8	0.9	-5	.	-0.1	1
Cc1ccc(SCc2nc(-c3ccccc3)no2)cc1	0.4	-4	i	-0.2	0.9	23	.	-1.5	1
Cc1ccc2nc(SCC(=O)Nc3ccc(F)c([N+](=O)[O-])c3)[nH]c2c1	.	2	-0.1	-0.5	-2.6	-7	-0.4	2.3	4
CC1CCC(NC(=O)CC2Oc3ccccc3NC2=O)CC1 (centres undefined)	-0.3	1	-0.2	-1.6	1.0	-5	0.2	0.0	-15
Cc1cn([C@H]2C[C@H](O)[C@@H](/C=C/C(=O)NCCCc3ccccc3)O2)c(=O)[nH]c1=O	-0.5	4	.	-1.0	.	.	0.7	.	.
COc1ccccc1C(=O)NCC(=O)N/N=C(\C)Cc1ccccc1	0.8	0	-0.2	-0.2	-0.8	3	0.6	-1.4	-3
COC(CNC(=O)c1ccc(CS(=O)(=O)c2c(Cl)cccc2Cl)o1)OC	-0.8	-1	-0.1	-1.1	-3.4	2	-0.6	-0.4	4
N#CC(=C1C=CC(=NO)C(Cl)=C1)c1ccc(Cl)cc1	.	-8	i	-3.2	.	-16	0.4	-0.8	6
CN(CCN1CCOCC1)Cc1nc(-c2cccs2)no1	.	1	-0.9	-1.0	-1.7	10	-1.6	-0.1	1
Cc1ccc(NC(=O)COc2coc(CN3CCc4ccccc4C3)cc2=O)cc1Cl	.	3	i	-1.0	-2.4	-2	1.4	-1.3	-3
Cc1ccc(S(=O)(=O)N2CCN(Cc3nc4sc5c(c4c(=O)[nH]3)CCCC5)CC2)cc1	.	-2	i	-0.9	0.1	10	1.7	1.6	8
(further entries)
SMILES	Mtb BioA inh	Mtb FBA inh	Vc quorum ag	FadD28 binding	UGM FP inh	Y pestis TopoI	TcdB inh	PfHsp40 rescue	GDH-TPI counter
CC(C)(C)C(=O)CSc1nc2ccccc2o1	.	2	-0.5	-3.4	0.4	2	-2.9	1.1	-3
Nc1ccc(N2N=C(N3CCCC3)CC2=O)cc1	0.6	-2	i	-2.9	.	-3	3.6	.	-3
CCCOC1CCCN(C(=O)c2cc(Cl)c(Cl)cc2C(=O)O)C1 (centres undefined)	-0.9	-5	-1.5	0.1	2.0	0	.	0.0	-3
COc1ccc(OC)c(NC2=NCCS2)c1	-0.5	-1	-0.3	-1.5	1.2	0	0.5	1.2	2
COc1cc(CC(=O)OCC(=O)NC(C)c2ccccc2)cc(OC)c1OC (centres undefined)	1.3	3	1.4	-1.5	2.1	-5	0.9	-0.8	-4
CCCn1c(SCC(=O)NC(C)(C)C)nnc1C(C)C	-0.2	2	-0.3	-2.9	1.5	-3	.	0.6	11
c1ccc2nc(N3CCNCC3)ccc2c1	-0.8&-1.1	9&25	-0.2&-3.0	-1.2&0.6	-2.8	-1&8	0.1&0.4	-1.1&-2.1	1&19
c1ccc(CCCCN2CCN=C2Nc2ccccc2)cc1	3.2	-5	1.6	-4.2	0.9	0	0.3	-1.4	8
Cc1ccc2c(c1)cc1c(=O)n(CC(=O)NCCCc3ccccc3)nc(C)n12	-1.2	-1	i	0.6	0.3	-1	-0.1	-1.4	5
CC1CCCC(NC(=O)COC(=O)COc2ccc(C#N)cc2)C1C (centres undefined)	-3.8	6	i	0.1	-0.6	-11	6.8	-0.9	2
COc1ccc(C(=O)C2CCCN(Cc3ccc(C)s3)C2)c(OC)c1 (centres undefined)	.	-4	-0.8	-2.3	2.7	17	1.4	-0.4	2
O=C(C=Cc1ccccc1)c1c[nH]c2ccccc2c1=O	-1.2	-2	-5.6	-2.9	.	5	0.6	-1.5	38*
N#CCC(=O)N/N=C/c1cccc(Oc2ccccc2)c1	.	-1	0.0	-2.8	-1.9	11	1.4	?	11
O=C(NNC(=O)C(O)c1ccccc1)NC1CCCCC1 (centres undefined)	-1.0	-3	-0.5	0.5	-0.6	5	0.4	0.2	4
COc1cc(C#N)c(NC(=O)CN2CCC(C(N)=O)CC2)cc1OC	.	-1	-0.1	-2.1	-1.6	2	0.5	-1.5	7
Cc1ccc(NC(=O)CCC(=O)N/N=C/c2ccco2)c(C)c1	.	4	-0.2	0.9	-1.7	-4	.	0.0	2
COc1ccc(CN2CCNC(=O)C2CC(=O)NCc2cn[nH]c2-c2ccccc2)c(F)c1 (centres undefined)	-0.8	1	-0.3	-1.3	-1.1	15	-0.4	1.4	-4
CC(C)(C)c1nn(-c2ccccc2)c2[nH]c(=O)c(CNc3ccc4c(c3)OCCO4)cc12	5.6	2	-7.7	-0.4	5.7	0	.	3.1	11
Cc1ccc(S(=O)(=O)N2CCCC2)cc1C(=O)N1CCN(Cc2ccccc2)CC1	5.3	1	-0.3	0.5	-0.7	8	1.4	-0.6	-2
CC(NC(=O)C1CCN(C(=O)Nc2ccccc2)CC1)c1ccccc1Cl (centres undefined)	-0.9	1	5.9	0.0	-1.0	-2	2.8	-0.8	-8
